Screening data as filed in PubChem BioAssay.
TNAP act hiacc: activators of human TNAP at high phosphate acceptor concentration | 200,000 tested, under 10 active | activation factor at 20 µM | purified TNAP, CDP-star luminescence, 1 M DEA, 30 min; hits give high values; 0 = EDTA background, 1 = DMSO-only activity | AID 1136 | P05186;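 active means activation factor at least 2 at 20 µM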
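system = human TNAP | amount = enzyme diluted 1/800 final | reagent = 100 µM CDP-star substrate | signal = luminescent substrate turnover signal | dosing = one dose, 20 µM | benchmarks = EDTA negative control, DMSO positive control | measure = activation factor | timing = 30 min reaction, room temperature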
TNAP inh noacc: TNAP (human) inhibition, acceptor-free conditions; inhibition, % at 20 µM; AID 1012; actives 0.26% (n = 200,000); purified TNAP, CDP-star luminescence, 30 min; P05186;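 active means tissue-nonspecific alkaline phosphatase inhibition above about 50% at 20 µM in the single-dose screen, limit read from the data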;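 further: 0% = DMSO negative control and 100% = EDTA positive control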
APP 5'UTR act: activates APP 5'UTR luciferase reporter; SH-SY5Y APP 5'UTR luciferase reporter, luminescence; zero percent = DMSO vehicle wells; activation, % at 2 µM; actives 1% (n = 190,000); AID 1276;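 active means activation above a set limit, based on mean plus 3 SD of controls, cut at about 140% in these data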; further: values of inactives mirror those of a sister screen read the other way
PMI act: phosphomannose isomerase (human) activation; actives 0.005% (n = 190,000); activation factor at 20 µM; purified human PMI, coupled resazurin fluorescence, 20 min; hits give high values; 1 = vehicle control, 0 substrate-free wells;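 active means activation factor of 2 or more at 20 µM, relative to plate controls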
Target sequence (P34949 whole entry, looked up): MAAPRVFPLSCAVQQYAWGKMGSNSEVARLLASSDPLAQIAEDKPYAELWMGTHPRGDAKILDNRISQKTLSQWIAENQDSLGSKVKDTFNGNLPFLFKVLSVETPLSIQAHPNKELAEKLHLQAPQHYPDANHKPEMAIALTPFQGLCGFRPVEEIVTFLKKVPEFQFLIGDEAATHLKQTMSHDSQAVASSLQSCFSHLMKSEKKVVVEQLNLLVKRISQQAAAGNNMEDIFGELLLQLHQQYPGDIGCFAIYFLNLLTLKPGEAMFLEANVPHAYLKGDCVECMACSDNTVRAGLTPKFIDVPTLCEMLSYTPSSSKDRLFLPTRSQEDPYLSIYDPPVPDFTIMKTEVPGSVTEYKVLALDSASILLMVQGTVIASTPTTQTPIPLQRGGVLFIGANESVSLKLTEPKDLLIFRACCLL
FLuc stim CS: affects firefly luciferase, flagging false hits in luciferase stimulation screens; 200,000 tested, under 10 active; ATPlite luciferase biochemical, luminescence, 10 min; 0 = ATP-free wells, 1 = DMSO control; P08659; activation factor at 10 µM; AID 1027;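 active means luciferase activation factor, scaled between plate controls, of at least 2 with compound at 10 µM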
Target sequence (P08659 whole entry, looked up): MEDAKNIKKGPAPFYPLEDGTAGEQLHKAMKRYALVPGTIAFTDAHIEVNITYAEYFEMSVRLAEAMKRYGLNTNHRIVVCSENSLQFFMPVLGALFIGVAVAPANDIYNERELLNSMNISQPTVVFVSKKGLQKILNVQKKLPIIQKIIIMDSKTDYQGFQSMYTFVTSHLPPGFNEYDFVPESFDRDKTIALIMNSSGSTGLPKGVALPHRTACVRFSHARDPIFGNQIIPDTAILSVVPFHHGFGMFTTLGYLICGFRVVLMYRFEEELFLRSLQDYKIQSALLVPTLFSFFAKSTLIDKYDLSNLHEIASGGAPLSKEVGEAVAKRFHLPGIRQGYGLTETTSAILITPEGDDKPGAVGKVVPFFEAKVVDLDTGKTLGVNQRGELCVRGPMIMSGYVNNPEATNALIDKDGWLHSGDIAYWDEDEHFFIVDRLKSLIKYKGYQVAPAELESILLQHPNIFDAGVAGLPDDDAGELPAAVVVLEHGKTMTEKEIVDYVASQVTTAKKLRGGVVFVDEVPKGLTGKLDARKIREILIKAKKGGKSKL
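Assay system – cell-free luciferase reagent · Medium – PBS-based ATP solution · Dosing – test compounds dosed from 2 mM stocks in 100% DMSO · Timing – 10 min, room temperature · Technique – light output (luminescence) · Measure – luminescence gain marking luciferase activators · Controls – No-ATP low control, compound-free enzyme-plus-ATP high control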
PMI act hi M6P: PMI (human) activation, high substrate; P34949; coupled PMI enzyme assay, resazurin fluorescence, 20 min; hits give high values; 1 = untreated enzyme, 0 = substrate-free blank; activation factor at 20 µM; actives 0.34% (n = 190,000); AID 1216;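 active means activation factor of 2 or more at 20 µM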
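assay system = human phosphomannose isomerase with PGI, G6PDH, diaphorase coupling enzymes | quantity = 15 ng/mL PMI | incubation = enzyme reaction with compound 20 min at room temperature | medium = HEPES pH 7.4 buffer with MgCl2 and Tween-20 | compound dosing = one concentration, 20 µM, in 1% DMSO | measured by = Diaphorase-driven resazurin-to-resorufin fluorescence, excitation 544, emission 590 nm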
bIAP activator: intestinal alkaline phosphatase (bovine) activation; actives 0.17% (n = 200,000); AID 1016; activation factor at 20 µM; purified bovine IAP, CDP-star luminescence, 30 min; hits give high values; fold of DMSO-control signal, blank-subtracted;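 active means activation factor of 2 or more at 20 µM, a signal rise over negative controls twice the positive control's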
FLuc inhib CS: inhibits firefly luciferase, flagging false hits in luciferase inhibition screens | ATPLite firefly luciferase biochemical luminescence, 10 min | inhibition, % at 10 µM | actives 1.5% (n = 200,000) | AID 1006;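 active means inhibition above about 50% when tested at 10 µM, limit read from the data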
TNAP inh hiacc: TNAP (human) inhibition, high acceptor; P05186; purified TNAP, CDP-star luminescence, 1 M DEA; inhibition, % at 20 µM; actives 0.03% (n = 200,000); AID 1135;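 active means over 50% inhibition of tissue-nonspecific alkaline phosphatase at 20 µM in the single-dose screen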;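 further: plate controls were DMSO wells for no effect and EDTA-quenched wells as full inhibition for full effect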
NF-kB expr up: raises NF-kB expression in human neuronal cells | NF-kB reporter expression; hits give high values | fold change at 12.5 µM | actives 1.6% (n = 190,000) | AID 1239; in the data active means fold change above about 3.3
The depositor's hits bear a star.

How did CCCn1c(N)c(C(=S)NC(=O)C2CC2)c(=O)n(C)c1=O do in these assays?
TNAP act hiacc: 1; TNAP inh noacc: 9; APP 5'UTR act: 8; PMI act: 0.9; FLuc stim CS: 1.1; PMI act hi M6P: 1; bIAP activator: 0.6; FLuc inhib CS: -10; TNAP inh hiacc: -5; NF-kB expr up: 1.1

What do the screens show for `COCCn1c(-c2cc(OC)c(OC)c(OC)c2)nc2oc3ccccc3c(=O)c2c1=O`?
TNAP act hiacc: 1; TNAP inh noacc: -7; PMI act: 0.9; FLuc stim CS: 1; PMI act hi M6P: 0.9; bIAP activator: 1; FLuc inhib CS: 0; TNAP inh hiacc: -2

Results for O=S(=O)(c1ccc(F)cc1)N1CCC(O)(c2ccc3c(c2)OCO3)CC1 ?
TNAP act hiacc: 1; TNAP inh noacc: -11; APP 5'UTR act: 40; PMI act: 1; FLuc stim CS: 1; PMI act hi M6P: 1.1; bIAP activator: 0.9; FLuc inhib CS: -1; TNAP inh hiacc: -4; NF-kB expr up: 1.1

What do the screens show for `COc1ccc(C(=O)N/N=C2\CCc3ccccc32)cc1OC`?
TNAP act hiacc: 1.1; TNAP inh noacc: -16; APP 5'UTR act: -4; PMI act: 1.1; FLuc stim CS: 1; PMI act hi M6P: 1; bIAP activator: 0.9; FLuc inhib CS: 2; TNAP inh hiacc: -5; NF-kB expr up: 1.4

How did CCOC(=O)c1cnn(-c2ncnc3c2oc2ccccc23)c1N do in these assays?
TNAP act hiacc: 1; TNAP inh noacc: -11; PMI act: 1; FLuc stim CS: 0.6; PMI act hi M6P: 1; bIAP activator: 0.8; FLuc inhib CS: 41; TNAP inh hiacc: -4

What do the screens show for `COc1ccccc1CNC(=O)COC(=O)Cc1ccc(Cl)cc1`?
TNAP act hiacc: 1; TNAP inh noacc: -9; APP 5'UTR act: 7; PMI act: 0.9; FLuc stim CS: 1; PMI act hi M6P: 0.9; bIAP activator: 1; FLuc inhib CS: -2; TNAP inh hiacc: 1; NF-kB expr up: 0.95

What do the screens show for `Cc1sc2nc(SCC(=O)N3CCN(CCO)CC3)n(-c3ccccc3)c(=O)c2c1C`?
TNAP act hiacc: 1; TNAP inh noacc: -6; APP 5'UTR act: 7; PMI act: 0.9; FLuc stim CS: 1; PMI act hi M6P: 0.9; bIAP activator: 1; FLuc inhib CS: 1; TNAP inh hiacc: -2; NF-kB expr up: 0.91

How did CCC(=O)NC(=S)Nc1cccc(Cl)c1N1CCCCC1 do in these assays?
TNAP act hiacc: 1; TNAP inh noacc: -5; APP 5'UTR act: 7; PMI act: 0.8; FLuc stim CS: 1; PMI act hi M6P: 0.9; bIAP activator: 0.9; FLuc inhib CS: -3; TNAP inh hiacc: -1; NF-kB expr up: 1.3

What do the screens show for `CN(CC(=O)Nc1ccc(Cl)c(Cl)c1)C(=O)/C=C/c1ccc(F)cc1`?
TNAP act hiacc: 1; TNAP inh noacc: -13; APP 5'UTR act: 7; PMI act: 0.8; FLuc stim CS: 1; PMI act hi M6P: 0.9; bIAP activator: 1; FLuc inhib CS: -2; TNAP inh hiacc: -4; NF-kB expr up: 1

What do the screens show for `COc1ccccc1-n1cnc2c(c1=O)c1nc3ccccc3nc1n2-c1ccc(C)cc1`?
TNAP act hiacc: 1.1; TNAP inh noacc: -2; APP 5'UTR act: -7; PMI act: 1.1; FLuc stim CS: 1.1; PMI act hi M6P: 1; bIAP activator: 1.1; FLuc inhib CS: -7; TNAP inh hiacc: -8; NF-kB expr up: 1.1

Results for Cc1cc(C)cc(-n2nnc(C(=O)NCc3ccc4c(c3)OCO4)c2N)c1 ?
TNAP act hiacc: 1; TNAP inh noacc: -8; APP 5'UTR act: -9; PMI act: 0.9; FLuc stim CS: 1; PMI act hi M6P: 1; bIAP activator: 0.9; FLuc inhib CS: 0; TNAP inh hiacc: -2; NF-kB expr up: 1.6

How did O=S(=O)(c1ccc(-c2ccccc2)cc1)N1CCOCC1 do in these assays?
TNAP act hiacc: 1.1; TNAP inh noacc: -11; APP 5'UTR act: -10; PMI act: 0.9; FLuc stim CS: 1.1; PMI act hi M6P: 0.9; bIAP activator: 0.9; FLuc inhib CS: -7; TNAP inh hiacc: -10; NF-kB expr up: 1.1

What do the screens show for `COc1cc(Cl)c(C)cc1NC(=O)COC(=O)c1cnc(C)cn1`?
TNAP act hiacc: 1.1; TNAP inh noacc: -20; APP 5'UTR act: 0; PMI act: 0.9; FLuc stim CS: 1.1; PMI act hi M6P: 0.9; bIAP activator: 0.9; FLuc inhib CS: -8; TNAP inh hiacc: -5; NF-kB expr up: 0.83

How did CCOC(=O)N1CCC(Nc2c(NCCCOC)c(=O)c2=O)CC1 do in these assays?
TNAP act hiacc: 1; TNAP inh noacc: -11; APP 5'UTR act: -1; PMI act: 0.9; FLuc stim CS: 1; PMI act hi M6P: 0.9; bIAP activator: 1; FLuc inhib CS: -4; TNAP inh hiacc: 4; NF-kB expr up: 1

How did COc1ccc2cc(C(=O)C3CCCN(Cc4cnc(C)s4)C3)ccc2c1 (configuration not stated) do in these assays?
TNAP act hiacc: 1; TNAP inh noacc: 0; APP 5'UTR act: 16; PMI act: 0.8; FLuc stim CS: 1; PMI act hi M6P: 0.8; bIAP activator: 1.3; FLuc inhib CS: -4; TNAP inh hiacc: -4; NF-kB expr up: 0.94

Results for Cc1ccc(-c2ccc(=O)n(CC(=O)Nc3ccc4c(c3)OCCO4)n2)cc1 ?
TNAP act hiacc: 1.1; TNAP inh noacc: -12; APP 5'UTR act: 20; PMI act: 0.9; FLuc stim CS: 1; PMI act hi M6P: 0.8; bIAP activator: 1; FLuc inhib CS: -5; TNAP inh hiacc: -9; NF-kB expr up: 1.1

Results for O=[N+]([O-])c1cccc(/C=N/Nc2ccccn2)c1 ?
TNAP act hiacc: 1; TNAP inh noacc: 2; APP 5'UTR act: 29; PMI act: 1; FLuc stim CS: 0.8; PMI act hi M6P: 1; bIAP activator: 0.8; FLuc inhib CS: 16; TNAP inh hiacc: 0; NF-kB expr up: 2.9

What do the screens show for `NC(=O)c1ccccc1NC(=O)Nc1ccccc1Cl`?
TNAP act hiacc: 1; TNAP inh noacc: -3; APP 5'UTR act: 0; PMI act: 1.1; FLuc stim CS: 0.8; PMI act hi M6P: 1.1; bIAP activator: 1; FLuc inhib CS: 20; TNAP inh hiacc: 2; NF-kB expr up: 1.2

What do the screens show for `COc1cc(Nc2nc3ccccc3n3nnnc23)cc(OC)c1OC`?
TNAP act hiacc: 1; TNAP inh noacc: 9; APP 5'UTR act: 3; PMI act: 1; FLuc stim CS: 1.1; PMI act hi M6P: 1; bIAP activator: 0.9; FLuc inhib CS: -5; TNAP inh hiacc: -3; NF-kB expr up: 0.54

How did CC(C)Sc1nc2ccc(N3C(=O)C4CCCCC4C3=O)cc2s1 (configuration not stated) do in these assays?
TNAP act hiacc: 1; TNAP inh noacc: -8; APP 5'UTR act: 1; PMI act: 0.9; FLuc stim CS: 1; PMI act hi M6P: 0.9; bIAP activator: 1.2; FLuc inhib CS: 5; TNAP inh hiacc: 4; NF-kB expr up: 1.1

How did Cc1c(C(=O)Nc2cccc(Cl)c2)oc2ccc(S(=O)(=O)N3CCC4(CC3)OCCO4)cc12 do in these assays?
TNAP act hiacc: 1.1; TNAP inh noacc: -1; APP 5'UTR act: -21; PMI act: 1; FLuc stim CS: 1; PMI act hi M6P: 1.1; bIAP activator: 1; FLuc inhib CS: -3; TNAP inh hiacc: -7; NF-kB expr up: 0.7

Results for NS(=O)(=O)c1ccc(CNC(=S)Nc2ccc(F)c(Cl)c2)cc1 ?
TNAP act hiacc: 1; TNAP inh noacc: -3; APP 5'UTR act: 16; PMI act: 0.8; FLuc stim CS: 1; PMI act hi M6P: 0.9; bIAP activator: 0.8; FLuc inhib CS: 0; TNAP inh hiacc: -4; NF-kB expr up: 1

What do the screens show for `O=C(O)C1=C[C@@H](C2CCCCC2)C[C@@H](OCCCCO)O1`?
TNAP act hiacc: 1; TNAP inh noacc: -4; APP 5'UTR act: -2; PMI act: 1; FLuc stim CS: 1.1; PMI act hi M6P: 1; bIAP activator: 1.2; FLuc inhib CS: -8; TNAP inh hiacc: -4; NF-kB expr up: 1.4

Results for O=C(O)/C=C/c1cccc(NC(=O)c2ccc(Cl)cc2)c1 ?
TNAP act hiacc: 1; TNAP inh noacc: -10; APP 5'UTR act: 16; FLuc stim CS: 0.3; bIAP activator: 1.1; FLuc inhib CS: 68*; TNAP inh hiacc: -3; NF-kB expr up: 1.4

Results for O=C(Nc1cccc(-c2nc3ccccc3s2)c1)c1cccs1 ?
TNAP act hiacc: 1; TNAP inh noacc: -12; APP 5'UTR act: 7; PMI act: 0.9; FLuc stim CS: 1; PMI act hi M6P: 1; bIAP activator: 0.9; FLuc inhib CS: 2; TNAP inh hiacc: -5; NF-kB expr up: 1.9

What do the screens show for `Cc1cccnc1CN1CCN(Cc2nc(Cc3cccc(F)c3)no2)CC1`?
TNAP act hiacc: 1.1; TNAP inh noacc: -9; APP 5'UTR act: 12; PMI act: 0.9; FLuc stim CS: 1.1; PMI act hi M6P: 0.9; bIAP activator: 0.9; FLuc inhib CS: -10; TNAP inh hiacc: -7; NF-kB expr up: 1.2

Results for Cc1ccc2[nH]c(O)c(N=NC(=O)CCc3ccccc3)c2c1Br ?
TNAP act hiacc: 1; TNAP inh noacc: -32; APP 5'UTR act: -5; PMI act: 0.8; FLuc stim CS: 1; PMI act hi M6P: 1; bIAP activator: 1; FLuc inhib CS: 4; TNAP inh hiacc: 2; NF-kB expr up: 1.3

Results for O=C(NCc1ccccc1Cl)C1CCC(CNc2c(N3CCCCC3)c(=O)c2=O)CC1 (configuration not stated) ?
TNAP act hiacc: 1.1; TNAP inh noacc: -12; APP 5'UTR act: 22; PMI act: 1; FLuc stim CS: 1.1; PMI act hi M6P: 1; bIAP activator: 0.9; FLuc inhib CS: -10; TNAP inh hiacc: -7; NF-kB expr up: 0.91

How did COc1ccc(CCNC(=O)c2c[nH]c3ccccc3c2=O)cc1OC do in these assays?
TNAP act hiacc: 1; TNAP inh noacc: 4; APP 5'UTR act: -10; PMI act: 1.1; FLuc stim CS: 1; PMI act hi M6P: 1.1; bIAP activator: 1; FLuc inhib CS: 1; TNAP inh hiacc: -4; NF-kB expr up: 0.73

How did COC(=O)c1ccccc1NC(=O)c1cnn2cccnc12 do in these assays?
TNAP act hiacc: 1; TNAP inh noacc: -8; APP 5'UTR act: 4; PMI act: 1.1; FLuc stim CS: 1; PMI act hi M6P: 1.1; bIAP activator: 1; FLuc inhib CS: -1; TNAP inh hiacc: -4; NF-kB expr up: 0.97

Taken from above, 2 compounds:
How did CCCn1c(N)c(C(=S)NC(=O)C2CC2)c(=O)n(C)c1=O do in these assays?
TNAP act hiacc: 1; TNAP inh noacc: 9; APP 5'UTR act: 8; PMI act: 0.9; FLuc stim CS: 1.1; PMI act hi M6P: 1; bIAP activator: 0.6; FLuc inhib CS: -10; TNAP inh hiacc: -5; NF-kB expr up: 1.1

What do the screens show for `COCCn1c(-c2cc(OC)c(OC)c(OC)c2)nc2oc3ccccc3c(=O)c2c1=O`?
TNAP act hiacc: 1; TNAP inh noacc: -7; PMI act: 0.9; FLuc stim CS: 1; PMI act hi M6P: 0.9; bIAP activator: 1; FLuc inhib CS: 0; TNAP inh hiacc: -2
